MrgX1 allo act: allosterically activates human MrgX1 receptor signaling; Q96LB2; MrgX1-HEK293, Fluo-4 calcium flux, FDSS; hits give high values; B-score at 10 µM; actives 0.63% (n = 310,000);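 active = plate-corrected calcium response at least 3 library SD above typical, normal starting fluorescence, not activating the receptor alone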;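 also: compound read alongside a low EC10 to EC30 dose of BAM8-22 agonist; peak minus trough fluorescence over baseline measured at the second addition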
TRPC4 block: TRPC4 (mouse) channel inhibition | B-score at 10 µM | Q9QUQ5 | AID 2247 | actives 0.39% (n = 300,000) | HEK293 TRPC4beta/mu-opioid, DAMGO-evoked Fluo4 calcium flux; hits give low values;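 active = B-score over 3 SD under the library average, no early fluorescence shift, positive overall ratio signal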
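Assay system: Stable TRPC4beta/mu-opioid receptor HEK293 cells | Reagent: DAMGO in two steps, submaximal then maximal | Compound dosing: Single concentration per test compound | Signal: Fluo4 Ca2+ flux fluorescence | Evaluation: Per-well B score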
MrgX1 agonist: human MrgX1 receptor agonism, primary screen; Q96LB2; MrgX1-HEK293 cells, Fluo-4 calcium fluorescence, agonist mode; hits give high values; B-score at 10 µM; actives 0.44% (n = 310,000);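 active = calcium response B-score plate-corrected fluorescence ratio at least 3 library SD, with starting fluorescence B-score inside 5 SD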
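Test system: Stable human MrgX1 HEK293 cell line | Schedule: Overnight plating before 1 h dye loading | Read-out basis: Baseline-normalised fluorescence change ratio, B-scored | Detection: Kinetic calcium dye fluorescence, Fluo-4 NW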
MrgX1 antag: human MrgX1 receptor antagonism, primary screen | B-score at 10 µM | Q96LB2 | AID 588676 | MRGX1-HEK293 calcium flux, Fluo-4, BAM8-22 antagonism; hits give low values | actives 1.3% (n = 310,000);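 active = calcium-response B-score plate-corrected more than 3 library SD below zero, starting fluorescence within 5 deviations, no agonist response on first addition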;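 also: peak minus trough fluorescence over baseline after final BAM8-22 challenge near maximal dose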
RGS4 act: potentiators or activators of RGS4 | actives 0.92% (n = 310,000) | HEK293 M3R/inducible RGS4, carbachol calcium flux Fluo4; hits give low values | B-score at 10 µM;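 active = B-score of the integrated calcium signal more than 4 SD below the library mean, with starting fluorescence not abnormally high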;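 also: negative B-score means reduced calcium response which marks RGS4 activation or potentiation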
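System – HEK293 FlpIn-TREx cells, stable M3R, doxycycline-inducible RGS4 · Reagent – ECmax carbachol challenge · Times – compound preincubation 20 min at room temperature before agonist · Technique – Fluo4 fluorescence kinetic imaging of calcium · Measure – B score of integrated Fluo4 ratio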
HIF activator: HIF pathway transcriptional activation; U2OS HRE-luciferase reporter, luminescence; normalized: DMSO 0%, desferrioxamine 100%; activation, % at 7.5 µM (by protocol); actives 0.32% (n = 300,000); AID 1910;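 active = mean activation of at least 10% of the iron chelator positive control signal, with at least half of replicates also reaching 10%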
RGS4 block: human RGS4 inhibition; P49798; HEK293 M3R/RGS4 inducible, Fluo-4 calcium flux; hits give high values; triggered by carbachol at its EC20; B-score at 10 µM; actives 0.45% (n = 310,000);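 active = B-score, a plate-corrected calcium signal, over three deviations above library mean, with baseline fluorescence within five deviations of library mean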;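 also: RGS4 expression induced by doxycycline in cells with stable M3 receptor; B-score is computed from the integrated fluorescence ratio over baseline after carbachol; higher B-score means a larger calcium signal and so more RGS4 inhibition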
TRPC6 inh: blocks the mouse TRPC6 cation channel; Q61143; HEK293-TRPC6, membrane potential dye, ACh-evoked depolarization; hits give low values; B-score at 10 µM; actives 1.1% (n = 310,000);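 active = B-score under library mean minus 3 SD, initial fluorescence not abnormally high, positive integrated signal ratio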;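 also: B-score derived from integrated fluorescence ratio over the kinetic read; more negative B-score means stronger inhibition of depolarization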
Target sequence (Q61143 whole entry, looked up): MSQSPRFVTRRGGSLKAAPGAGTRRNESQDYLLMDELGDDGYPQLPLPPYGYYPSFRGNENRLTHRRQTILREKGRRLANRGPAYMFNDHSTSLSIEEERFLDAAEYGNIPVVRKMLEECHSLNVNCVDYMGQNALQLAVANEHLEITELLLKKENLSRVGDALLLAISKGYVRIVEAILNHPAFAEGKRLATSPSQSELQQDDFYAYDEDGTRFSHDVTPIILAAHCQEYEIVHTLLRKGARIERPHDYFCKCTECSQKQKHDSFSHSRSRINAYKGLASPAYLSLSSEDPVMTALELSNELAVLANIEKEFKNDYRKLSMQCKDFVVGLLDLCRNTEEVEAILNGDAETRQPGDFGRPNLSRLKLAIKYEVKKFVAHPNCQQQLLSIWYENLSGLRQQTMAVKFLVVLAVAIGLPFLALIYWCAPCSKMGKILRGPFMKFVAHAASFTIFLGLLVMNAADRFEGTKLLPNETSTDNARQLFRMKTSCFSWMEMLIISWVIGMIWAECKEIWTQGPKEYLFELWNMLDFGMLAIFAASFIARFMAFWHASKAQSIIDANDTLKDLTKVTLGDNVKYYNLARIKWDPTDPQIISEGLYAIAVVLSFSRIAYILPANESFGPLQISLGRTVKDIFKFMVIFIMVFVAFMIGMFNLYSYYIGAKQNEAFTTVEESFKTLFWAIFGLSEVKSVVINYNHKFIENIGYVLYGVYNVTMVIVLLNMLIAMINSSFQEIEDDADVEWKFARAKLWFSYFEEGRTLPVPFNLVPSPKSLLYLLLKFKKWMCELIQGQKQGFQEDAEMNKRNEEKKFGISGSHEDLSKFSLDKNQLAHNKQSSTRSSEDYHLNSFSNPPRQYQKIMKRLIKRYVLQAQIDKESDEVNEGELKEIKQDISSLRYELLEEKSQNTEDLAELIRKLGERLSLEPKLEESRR
TRPC6 activator: activates the mouse TRPC6 cation channel; HEK293-TRPC6 membrane potential dye fluorescence; hits give high values; B-score at 10 µM; actives 0.13% (n = 310,000);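 active = B-score of the integrated fluorescence ratio above library mean plus 3 SD, and starting fluorescence ratio within library mean plus 5 SD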;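 also: higher score means more depolarization so channel activation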
Platelet DG rel: platelet dense granule release activity | human platelet-rich plasma, SFLLRN dense granule ATP release, luminescence | inhibition, %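 (compounds screened at 7.5 µM in platelet-rich plasma)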 | actives 0.22% (n = 300,000) | AID 1663;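 active = mean replicate score, as percent of positive control, at or above 50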
SKKanGAS inh: blocks kanamycin growth of S. pyogenes SKKanGAS strain; BacTiter-Glo, 6 h; inhibition, % at 7.5 µM; actives 1.3% (n = 300,000);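 active = mean replicate score, as percent of positive control median, at least 50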;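 also: strain carries kanamycin resistance gene driven by streptokinase promoter and grows in 40 µg/ml kanamycin; loss of luminescence reflects streptokinase promoter inhibition or plain growth inhibition; 0% = median of DMSO wells and 100% = positive control at its reference dose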
Starred values were filed as active, the others as inactive; i = inactive; x = no result given. The order is random; overall some 6.1% were active at least once.

#	molecule	MrgX1 allo act	TRPC4 block	MrgX1 agonist	MrgX1 antag	RGS4 act	HIF activator	RGS4 block	TRPC6 inh	TRPC6 activator	Platelet DG rel	SKKanGAS inh
1	CCOc1ccc(NS(=O)(=O)c2ccc(C(=O)N(C)CC(=O)Nc3ccc(C)cc3)cc2)cc1	i	i	i	i	i	0.3	i	i	i	-9	-3
2	Nc1ccc(-c2nnn(Cc3ccccc3F)n2)cc1	i	i	i	i	i	2.4	i	i	i	-7	1
3	Cc1ccc(C2(C)NC(=O)N(CC(=O)Nc3ccc(S(=O)(=O)Nc4nccs4)cc3)C2=O)cc1 (centres undefined)	i	i	i	i	i	0.6	i	i	i	2	1
4	CC(=O)NC(Cc1ccc(F)cc1)C(=O)NC1CCN(c2nnnn2-c2ccccc2)CC1 (centres undefined)	i	i	i	i	i	0.8	i	i	i	0	-1
5	CNC(=S)N=Nc1c(O)[nH]c2ccccc12	i	i	i	i	i	0.8	i	i	i	1	-3
6	CCc1ccc(CN(C)Cc2nc(-c3cccc(Cl)c3)no2)nc1	i	i	i	i	i	x	i	i	i	-2	62*
7	Cc1c(C(=O)Nc2cccnc2)oc2ccc(Br)cc12	i	i	i	i	i	6.8	i	i	i	-1	1
8	CCCCOC(=O)Cn1c(=N)n(CCC)c2ccccc21	i	i	i	i	i	-0.3	i	i	i	-6	-4
9	Cc1onc(-c2ccccc2)c1C(=O)OCC(=O)Nc1ccc2c(c1)OCO2	i	i	i	i	i	0.1	i	i	i	-1	-17
10	CCc1cc2cc3c(cc2nc1SCC(=O)Nc1nccs1)OCO3	i	i	i	i	i	-0.4	i	i	i	-14	-20
11	COc1ccccc1C1CC(c2ccc(Cl)cc2)Nc2ncnn21 (centres undefined)	i	i	i	i	i	0.2	i	i	i	-16	-5
12	C=CCNC(=O)C1CC2Cn3c(nc4cc5ccccc5cc43)C2N1C (centres undefined)	i	i	i	i	i	1.4	i	i	i	2	6
13	CCCCN(C(=O)c1c(CC)noc1C)c1c(N)n(CCC)c(=O)[nH]c1=O	i	i	i	i	i	2.3	i	i	i	-1	-7
14	C=CCn1c(SCC(=O)CC(=O)OCC)nc2cc(C(=O)N3CCC(C(N)=O)CC3)ccc2c1=O	i	i	i	i	i	-0.5	i	i	i	-1	16
15	CC(=O)Nc1ccc(Nc2ccccc2)cc1	i	i	i	i	i	-0.2	i	i	i	4	-1
16	COc1ccc(COC(=O)Nc2c(SC)nsc2SC)cc1	i	i	i	i	i	0.1	i	i	i	-3	-6
17	COc1cccc(/C=C(/C#N)c2ccc(Cl)cc2)c1OCc1cccc(C(=O)O)c1	i	i	i	i	i	-0.1	i	i	i	0	32
18	COCCN1CCN(C(=O)C2CCC(=O)N(Cc3ccc(Cl)cc3)C2)CC1 (centres undefined)	i	i	i	i	i	-0.2	i	i	i	14	7
19	COC(=O)c1ccccc1NC(=O)c1ccnn1C	i	i	i	i	i	-0.5	i	i	i	-1	-8
20	CCCCCC[n+]1c(-c2ccc(Cl)cc2Cl)csc1Nc1ccccc1	i	i	i	i	i	0.7	i	i	i	-3	14
21	COc1ccc(S(=O)(=O)NCc2ccccn2)cc1Cl	i	i	i	i	i	0.1	i	i	i	-1	-4
22	CCOC(=O)C[C@H]1c2ccc(C(F)(F)F)cc2S(=O)(=O)N1C(C)(C)C	i	x	i	i	i	-0.1	i	i	i	-2	0
23	COC(=O)CSC1=C(C#N)C(=O)NC(c2ccccc2)S1 (centres undefined)	i	i	i	i	i	0.1	5.1*	i	i	-1	-1
24	Cc1ccc(C)c(CN2CCC(CNC(=O)Nc3cccc(Cl)c3C)CC2)c1	i	i	i	i	i	-0.5	i	i	i	2	0
25	CCOCCCNC(=O)C(c1ccc(C)cc1)N(Cc1ccc2c(c1)OCO2)C(=O)c1cnccn1 (centres undefined)	i	i	i	i	i	-1.3	i	i	i	0	-6
26	CCCSc1nc(C)cc(=O)[nH]1	i	i	i	i	i	-0.1	i	i	i	-3	4
27	CCc1ccc(NC(=O)c2cnn3c(C(F)F)cc(C)nc23)cc1	i	i	i	i	i	-0.4	i	i	i	3	4
28	COc1ccc(-c2cc(C(F)(F)F)c(C#N)c(SCC(=O)O)n2)cc1OC	i	i	i	i	i	-0.2	i	i	i	-2	3
29	COc1ccc(OC)c(-n2nnnc2SCC(=O)N2CCN(C(=O)c3ccco3)CC2)c1	i	i	i	i	i	-0.4	i	i	i	-1	3
30	COc1cc(OC)c(NC(=O)c2ccccc2F)cc1Cl	i	i	i	i	i	0.3	i	i	i	-12	-12
31	O=C(NC1CCN(S(=O)(=O)c2ccc(F)cc2)CC1)c1cccc(F)c1	i	i	i	i	i	0.3	i	i	i	6	-2
32	O=C(Nc1n[nH]c(C(F)(F)F)n1)c1cccs1	i	i	i	i	i	x	i	i	i	-4	5
33	O=C(CO/N=C/c1ccc(OC(F)F)cc1)NC1CCCC1	i	i	i	i	i	0.7	i	i	i	-3	-14
34	CCOC(=O)N1CCN(C(=O)C2CCN(Cc3ccc(OC)cc3OC)CC2)CC1	i	i	i	i	i	-0.1	i	i	i	2	-14
35	COc1cccc(CNCCc2c[nH]c3ccccc23)c1OCc1ccccc1F	i	i	i	i	i	-0.6	i	i	i	-2	3
36	COc1ccc(-n2ccnc2SCC(=O)NC2CCCC2)c(OC)c1	i	i	i	i	i	-0.9	i	i	i	-2	-1
37	Cc1ccc2[nH]c(=O)c(C(c3nnnn3C(C)(C)C)N(Cc3ccco3)CC3CCCO3)cc2c1 (centres undefined)	i	i	i	i	i	-0.2	i	i	i	1	-2
38	O=C(/C=C/Nc1ccc(OC(F)(F)F)cc1)C(F)(F)F	i	i	i	i	i	0.0	i	i	i	7	-5
39	COc1ccc(/C=N/n2c(-c3cc(C)[nH]n3)n[nH]c2=S)cc1OC	i	i	i	i	i	0.1	i	i	i	-1	48
40	OCCN(Cc1ccccc1)CC1CC2C=CC1C2 (centres undefined)	i	i	i	i	i	-0.3	i	i	i	2	-1

In the list so far, 2 have a tert-butyl group.
#	molecule	MrgX1 allo act	TRPC4 block	MrgX1 agonist	MrgX1 antag	RGS4 act	HIF activator	RGS4 block	TRPC6 inh	TRPC6 activator	Platelet DG rel	SKKanGAS inh
22	CCOC(=O)C[C@H]1c2ccc(C(F)(F)F)cc2S(=O)(=O)N1C(C)(C)C	i	x	i	i	i	-0.1	i	i	i	-2	0
37	Cc1ccc2[nH]c(=O)c(C(c3nnnn3C(C)(C)C)N(Cc3ccco3)CC3CCCO3)cc2c1 (centres undefined)	i	i	i	i	i	-0.2	i	i	i	1	-2

(continued)
#	molecule	MrgX1 allo act	TRPC4 block	MrgX1 agonist	MrgX1 antag	RGS4 act	HIF activator	RGS4 block	TRPC6 inh	TRPC6 activator	Platelet DG rel	SKKanGAS inh
41	COc1cc(N=C(N)N=C(N)N)cc(OC)c1	i	i	i	i	i	-0.5	i	i	i	-7	1
42	CC(=O)Nc1cccc(-c2cnc3ccccc3n2)c1	i	i	i	i	i	2.1	i	i	i	-2	-7
43	CS(=O)(=O)c1ccc2nc(NC(=O)C3COc4ccccc4O3)sc2c1 (centres undefined)	6.6*	i	i	i	i	1.3	i	i	i	1	1
44	O=C(c1ccoc1)N1CCCC(CO)(CCCc2ccccc2)C1 (centres undefined)	i	i	i	i	i	-0.3	i	i	i	-2	2
45	O=C(NCc1ccccc1Cl)C1CCN(S(=O)(=O)c2cccc3nonc23)CC1	i	i	i	i	i	0.5	i	i	i	6	-10
46	O=C(CN1CCN(S(=O)(=O)c2ccccc2)CC1)Nc1cccc(C(F)(F)F)c1	i	i	i	i	i	-0.1	i	i	i	-2	-6
47	O=C(CCl)Nc1c(C(=O)Nc2ccc3c(c2)OCCO3)oc2ccccc12	i	i	i	i	i	2.3	i	i	i	-12	4
48	CCOC(=O)CC1(CC(=O)OCC)NC(=O)c2c(C)sc(C(=O)OCC)c2N1	i	i	i	i	i	0.0	i	i	i	0	-4
49	COC(=O)c1sccc1NC(=O)COc1ccc(C)cc1	i	i	i	i	i	2.8	i	i	i	-3	16
50	Cc1cccc(N2C(=O)c3ccc(Br)cc3C2=O)n1	i	i	i	i	i	-1.4	i	i	i	6	-3
51	Cc1nn(-c2ccccc2)c(C)c1C(=O)OCC(=O)NCc1ccco1	i	i	i	i	i	0.0	i	i	i	x	1
52	COc1cccc(NC(=O)Nc2ccc3nc(C)c(C)nc3c2)c1	i	i	i	i	i	-3.7	i	i	i	21	-2
53	CCC(C)(C(=O)NC1CCCCC1)N(Cc1cccs1)C(=O)CC1NC(=O)NC1=O (centres undefined)	i	i	i	i	i	0.0	i	i	i	1	-1
54	CN(Cc1ccccc1F)C(=O)c1ccccc1Sc1ccccc1C#N	i	i	i	i	i	1.4	i	i	i	-8	6
55	COc1ccc(CCNC(=O)COC(=O)/C=C/c2ccc(OCC#N)c(OC)c2)cc1OC	i	i	i	i	i	-0.3	i	i	i	-10	-2
56	COc1cc(/C=C2\SC(=S)N(CC(=O)Nc3ccccn3)C2=O)cc(OC)c1OC	i	i	i	i	i	-3.2	i	i	i	-10	28
57	Cc1csc(NC(=O)CSc2nccn2Cc2ccco2)n1	i	i	i	i	i	0.4	i	i	i	-5	0
58	Cc1sc(NC(=O)CN(C(=O)c2ccccc2F)C2CCCC2)c(C(N)=O)c1C	i	i	i	i	i	-0.3	i	i	i	0	5
59	O=C(Cc1ccc(Cl)cc1)NCCS(=O)(=O)N1CCN(c2ccccc2F)CC1	i	i	i	i	i	-17	i	i	i	5	-7
60	COc1cccc(N2C(=O)C(Cc3c[nH]c4ccccc34)NC2=S)c1 (centres undefined)	i	i	i	i	i	0.0	i	i	i	6	1
61	COC(=O)C(NC(=O)c1cccnc1Cl)C(C)C (centres undefined)	i	i	i	i	i	-0.2	i	i	i	3	-5
62	COc1cc(/C=C2\SC(=S)N(NC(=O)c3ccncc3)C2=O)ccc1O	i	i	i	i	i	0.0	i	i	i	4	3
63	Cc1ccccc1C(=O)Nc1ccnn1C1CCN(C(=O)c2ccoc2)CC1	i	i	i	i	i	0.5	i	i	i	5	0
64	C(=N\Nc1ccc2ccccc2n1)/c1ccc2c(c1)OCCO2	i	i	i	i	i	-7.2	i	i	i	45	1

Screening data (PubChem BioAssay)
